Assay outcomes deposited in PubChem BioAssay by National Center for Advancing Translational Sciences (NCATS).
Pol beta inh: qHTS Assay for Inhibitors of DNA Polymerase Beta; P06746; Pol beta primer extension/strand displacement, fluorescence kinetic; Potency, µM (highest dose often 114 µM), without a hit: at the top dose activity change, negative = inhibition, hits mostly inhibitors; 1.3% of 340,000 active; also: potency is read from the fitted curve at half-maximal effect; % is scaled to controls: 0 for no effect and ±100 for the full control effect
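Values derive from four-parameter Hill fits of normalized kinetic data: reads at 0 and 10 min following addition of 50 nM substrate to 10 nM Pol beta preincubated 15 min with compound.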
Glioma ERSR ind: qHTS for Inducers of the Endoplasmic Reticulum Stress Response (ERSR) in Human Glioma: qHTS; Potency, µM, without a hit: top-dose activation, most hits filed as activators; 0.02% of 420,000 active; U87-MG GRP78 promoter luciferase reporter, 16 h; also: potency is read from the fitted curve at half-maximal effect; series mostly up to about 76 µM; % of control where 0% means no effect; nearly all actives have a fitted effect of over 35% in size
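Stably transfected U87-MG glioma cells carrying a GRP78-based luciferase sensor; 16 h compound incubation. Luminescence end-point read 10 min after Bright-Glo addition at room temperature.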
Pol kappa inh: qHTS for Inhibitors of Polymerase Kappa. AID 588579, 2011. purified Pol kappa, fluorescent DNA synthesis assay, 10 min. Potency, µM (highest dose often 107 µM), inactives show at the highest dose activity, negative = inhibition, usual class: inhibitors. 0.53% of 400,000 active. DNA polymerase kappa (Homo sapiens), Q9UBT6; also: potency is read from the fitted curve at half-maximal effect; % is scaled to controls: 0 for no effect and ±100 for the full control effect
Target sequence (Q9UBT6 whole entry, looked up): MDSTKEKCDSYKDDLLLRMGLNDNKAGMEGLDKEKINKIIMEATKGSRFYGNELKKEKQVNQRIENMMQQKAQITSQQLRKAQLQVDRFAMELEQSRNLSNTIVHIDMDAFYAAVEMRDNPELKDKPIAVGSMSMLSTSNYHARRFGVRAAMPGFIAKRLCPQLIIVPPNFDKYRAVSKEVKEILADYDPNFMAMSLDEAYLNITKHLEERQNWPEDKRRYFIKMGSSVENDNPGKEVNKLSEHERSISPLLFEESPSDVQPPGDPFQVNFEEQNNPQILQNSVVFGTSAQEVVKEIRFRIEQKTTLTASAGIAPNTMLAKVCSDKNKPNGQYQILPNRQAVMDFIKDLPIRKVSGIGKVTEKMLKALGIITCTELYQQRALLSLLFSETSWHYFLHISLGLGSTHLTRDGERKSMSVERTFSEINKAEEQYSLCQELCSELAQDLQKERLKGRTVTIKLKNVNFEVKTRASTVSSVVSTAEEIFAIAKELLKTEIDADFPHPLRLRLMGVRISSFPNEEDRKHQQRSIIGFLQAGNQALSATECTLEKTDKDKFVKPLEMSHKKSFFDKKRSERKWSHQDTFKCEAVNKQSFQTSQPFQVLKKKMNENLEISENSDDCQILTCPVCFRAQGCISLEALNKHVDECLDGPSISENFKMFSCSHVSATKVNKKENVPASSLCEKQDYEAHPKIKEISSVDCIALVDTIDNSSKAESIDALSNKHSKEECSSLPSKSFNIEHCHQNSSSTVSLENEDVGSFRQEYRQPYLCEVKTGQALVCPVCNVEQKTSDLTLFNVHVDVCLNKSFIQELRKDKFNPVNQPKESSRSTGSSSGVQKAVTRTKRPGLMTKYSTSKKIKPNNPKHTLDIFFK
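First, compounds were pin-transferred onto 10 nM Pol kappa. After 15 min at room temperature, substrate was added to 50 nM final. Fluorescence was then measured kinetically at 0 and 10 min.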
LDHA block: qHTS assay for inhibitors of human lactate dehydrogenase | L-lactate dehydrogenase A chain (Homo sapiens), P00338 | purified LDHA, NADH/diaphorase-resazurin fluorescence; hits give low values | activity change, % (values are at about 110 or 230 µM) | 0.15% of 480,000 active | AID 1347041, 2019; in the data active = activity change below about -30%; inconclusive = mostly about -25% to -30%;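 also: plate controls were DMSO wells for no effect and wells without enzyme for full effect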
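Remaining NADH was detected by diaphorase (0.133 mg/mL) converting 37 µM resazurin to fluorescent resorufin, read at 0 and 20 minutes. The preceding 5-minute room-temperature reaction used 2 nM LDHA, 0.2 mM sodium pyruvate and 0.06 mM NADH at pH 7.4.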
Anesthetic bind: qHTS Assay for Identification of Novel General Anesthetics | 0.074% of 350,000 active | apoferritin/1-aminoanthracene competitive binding, fluorescence | Ferritin light chain (Equus caballus), P02791 | Potency, µM (top dose mostly 77.5 µM), without a hit: top-dose activity change, negative = displacement, most hits filed as inhibitors; also: potency is read from the fitted curve at half-maximal effect; % is scaled to controls: 0 for no effect and ±100 for the full control effect; nearly all actives have a fitted effect of over 20% in size
Target sequence (P02791 2-175 limits assumed): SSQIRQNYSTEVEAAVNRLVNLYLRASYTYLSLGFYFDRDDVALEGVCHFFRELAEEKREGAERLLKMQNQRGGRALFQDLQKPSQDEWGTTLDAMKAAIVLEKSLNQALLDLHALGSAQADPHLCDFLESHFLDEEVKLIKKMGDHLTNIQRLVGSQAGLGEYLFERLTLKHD
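Concentration-response curves derived by four-parameter Hill fitting of normalized fluorescence, where compounds displaced 1-AMA from 10 uM horse apoferritin following a brief 10 min room-temperature incubation; propofol titration acted as positive control.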
Pol iota inh: qHTS for Inhibitors of Polymerase Iota | Pol iota fluorescent replication assay, 10 min | 1% of 390,000 active | Potency, µM (highest dose often 115 µM), for the others: at the highest dose activity, negative = inhibition, usual class: inhibitors; also: potency is read from the fitted curve at half-maximal effect
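Pol iota at 10 nM preincubated 15 min with compounds at room temperature; reaction started with fluorescent substrate, 50 nM final. Fluorescence read kinetically at 0 and 10 min; buffer-only wells as negative control.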
APEX1 inh: qHTS Assay for Inhibitors of the Human Apurinic/apyrimidinic Endonuclease 1 (APE1); DNA repair nuclease/redox regulator APEX1 (Homo sapiens), P27695; recombinant APE1, TAMRA/BHQ-2 abasic DNA cleavage fluorescence; Potency, µM (series often up to 65.8 µM), for the others: top-dose activity change, negative = inhibition, hits mostly inhibitors; 0.35% of 350,000 active; AID 2517, 2012;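 also: potency is read from the fitted curve at half-maximal effect; plate controls were vehicle for no effect and reference inhibitor for full effect; nearly all actives have a fitted effect of over 55% in size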
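Compound pre-exposure to 0.75 nM APE1, 15 min at ambient temperature. Reaction initiated with 50 nM TAMRA/BHQ-2 THF substrate, read immediately in kinetic mode, 525 nm excitation, 598 nm emission.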
BLM helicase inh: qHTS Assay for Inhibitors of Bloom's syndrome helicase (BLM). recombinant BLM DNA unwinding, fluorescence dequenching. Potency, µM (titrated, usually from 56.1 µM), without a hit: at the top dose activity change, negative = inhibition, most hits filed as inhibitors. 0.2% of 350,000 active;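 also: potency is read from the fitted curve at half-maximal effect; plate controls were vehicle for no effect and no enzyme for full effect; nearly all actives have a fitted effect of over 35% in size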
POLH inh: qHTS for Inhibitors of Polymerase Eta | recombinant Pol eta, fluorescent DNA replication assay | Potency, µM (top dose mostly 114 µM), for inactives: at the top dose activity change, negative = inhibition, usual class: inhibitors | 1.2% of 390,000 active | AID 588591, 2011; also: potency is read from the fitted curve at half-maximal effect; % is scaled to controls: 0 for no effect and ±100 for the full control effect
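Fluorescent replication assay: 50 nM final substrate added after a 15 min room-temperature compound preincubation with 10 nM enzyme. Signal taken at 0 min and again at 10 min.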
Starred values were filed as active, the others as inactive; ? = inconclusive; . = not tested or not shown; [ ] = remark or other dose. Unless noted, calls follow the shape of the dose curve; as a rule, active = well fitted curve in the direction sought with a large enough effect; inconclusive = small, poorly fitted or top-dose-only effect, or another doubt; inactive = no such curve, though single readings can be large; an effect the other way counts as inactive or inconclusive.

SMILES	Pol beta inh	Glioma ERSR ind	Pol kappa inh	LDHA block	Anesthetic bind	Pol iota inh	APEX1 inh	BLM helicase inh	POLH inh
COc1cccc(CNC23CC4CC(CC(C4)C2)C3)c1OCc1ccccc1	5%	1%	3%	-1	5%	63%[activator]	15%	-5%	-20%
Cc1cc(C)c2oc(C(=O)Nc3sc4c(c3C(=O)NCc3ccco3)CCC4)cc(=O)c2c1	31%	-2%	14%	-1	-1%	20%	.	-1%	-6%
Nc1cc(-c2ccc(Br)cc2)nn1S(=O)(=O)c1cccc2nsnc12	-1%	-5%	6%	-2	-22%	26%	-2%	-14%	-20%
CC(=O)C1=C(O)C(=O)N(c2ccc(O)cc2)C1c1ccc(F)cc1 (centres undefined)	12%	-1%	-9%	-1	5%	-5%	10%	-9%	-4%
CCOC(=O)C1CCC(CN(Cc2c(Cl)cccc2Cl)S(=O)(=O)c2ccc(Cl)cc2)CC1 (centres undefined)	5%	1%	-7%[60.1 µM]	-1	94%[activator]	15%	.	-5%	-1%
c1ccc2c(NC3CCNCC3)nc(-c3ccoc3)nc2c1	.	-5%	-6%[60.1 µM]	.	.	.	-3%	60%[activator]	.
CC1(C)O[C@H]2[C@@H](O1)[C@@H](C(=O)Nc1cc(F)ccc1F)O[C@@H]1OC(C)(C)O[C@@H]12	47%	-2%	-2%	-4	0%	12%	.	2%	-9%
Cc1ccc(S(=O)(=O)NC(CC(C)C)C(=O)N2CCC(C)CC2)cc1 (centres undefined)	-19%	-4%	2%	0	-15%	22%	3%	-2%	-5%
C=CCc1ccc(OCCCNC2CCCC2)c(OC)c1	.	0%	5%	-9	.	12%	.	.	-20%
CCN(c1ccccc1C)S(=O)(=O)c1nnc(NC(=O)c2ccc(OC)c(OC)c2)s1	2%	-3%	6%	-7	-10%	2%	.	1%	-1%
O=C(COC(=O)Cc1cccs1)Nc1cc(S(=O)(=O)N2CCOCC2)ccc1Cl	.	-3%	-1%	-5	.	1%	-13%	.	-1%
Cc1ccc2c(cnn2C(=O)CCC(=O)NCc2cccc(Cl)c2)c1	2%	2%	-26%	2	-22%	?	25%	-3%	9%
CCOc1ccc(N(CC)S(=O)(=O)N2CCCC(C(=O)NCc3ccc(Cl)cc3)C2)cc1 (centres undefined)	-8%	-5%	-16%	2	52%[activator]	5%	.	-12%	-12%
CCOC(=O)N1CCN(C(=O)c2ccc(NS(=O)(=O)c3ccc(C)cc3)cc2)CC1	3%	-7%	-8%	-2	-21%	28%	66%[activator]	-6%	-15%
CN(CC(=O)Nc1c(Cl)cccc1Cl)C(=O)c1sccc1-c1ccccc1	.	-4%	-2%	1	.	5%	24%	.	-19%
COC(=O)c1c(C)c2c(C)cc3ccccn3c-2c1C(=O)OC	?	0%	-5%	-3	-7%	9%	-1%	0%	-2%
CCc1ccc(S(=O)(=O)c2cn(CC)c3cc(N4CCCCC4)c(F)cc3c2=O)cc1	13%	0%	-42%	-4	-3%	-14%	.	-5%	-20%
CCOc1cccc2cc(-c3cn4cc(C)ccc4n3)c(=O)oc12	14%	-8%	-12%	-2	-5%	0%	-2%	-5%	-13%
CCCN(CCC)C(=O)CSc1c2c(nc3ccc(Cl)cc13)CCCC2	-4%	-10%	0%	-3	?	1%	.	3%	-19%
O=C1c2cccnc2C(=O)N1Cc1ccco1	-17%	-3%	-20%	-14	?	5%	-1%	-6%	8%
CCC1CN(C(=O)Nc2cc(Cl)c(OC)cc2OC)c2ccccc2O1 (centres undefined)	3%	-3%	-6%	2	0%	23%	.	0%	-13%
Cc1c(C)n(C)c2ccc(C(=O)NCc3cccs3)cc12	11%	0%	-8%	-1	?	2%	-8%	-7%	-19%
CC(C)(CNC(=O)c1cc2ccccc2o1)N1CCOCC1	29%	-1%	-5%	0	-10%	8%	-2%	-1%	-16%
Cc1ccc(S(=O)(=O)CCC(=O)Nc2ccccc2N2CCCC2)cc1	.	-3%	-1%	-2	.	-8%	22%	.	-9%
O=C(C1CCCN(S(=O)(=O)c2cccc3nsnc23)C1)N1CCN(c2ccccc2Cl)CC1 (centres undefined)	22%	-4%	-3%	6	-23%	17%	.	-5%	-21%
CCc1ccc(OCc2nnc(SCC(=O)N3CCOCC3)o2)cc1	0%	-3%	-2%[60.1 µM]	-13	-23%	-4%	2%	-3%	-11%
CNC(=O)C(NC(=O)Nc1ccc(C)cc1)C(C)(C)C (centres undefined)	0%	4%	8%	-1	-5%	31%[activator]	-4%	1%	-5%
CCN(CC)S(=O)(=O)c1cccc(NC(=O)COC(=O)c2cncc(Br)c2)c1	.	-3%	-11%	-8	.	117%[activator]	46%[activator]	.	-27%
COc1cccc(-n2sc3c(c2=S)-c2cc(OC)ccc2NC3(C)C)c1	21%	-5%	-10%	1	-23%	?	-3%	-15%	-13%
COC(=O)CNC(=O)c1ccccc1	.	-3%	-4%	-6	.	?	.	.	-7%

A second format for part of the listing above:
mol | Pol beta inh | Glioma ERSR ind | Pol kappa inh | LDHA block | Anesthetic bind | Pol iota inh | APEX1 inh | BLM helicase inh | POLH inh
CC(C)(CNC(=O)c1cc2ccccc2o1)N1CCOCC1 | 29% | -1% | -5% | 0 | -10% | 8% | -2% | -1% | -16%
Cc1ccc(S(=O)(=O)CCC(=O)Nc2ccccc2N2CCCC2)cc1 | . | -3% | -1% | -2 | . | -8% | 22% | . | -9%
O=C(C1CCCN(S(=O)(=O)c2cccc3nsnc23)C1)N1CCN(c2ccccc2Cl)CC1 (centres undefined) | 22% | -4% | -3% | 6 | -23% | 17% | . | -5% | -21%

Later entries
SMILES	Pol beta inh	Glioma ERSR ind	Pol kappa inh	LDHA block	Anesthetic bind	Pol iota inh	APEX1 inh	BLM helicase inh	POLH inh
COC(=O)c1c(-c2ccco2)csc1NC(=O)C1CC=CCC1C(=O)O (centres undefined)	?	2%	?	3	-9%	-15%	-9%	-4%	?
CCN(CC)c1ccc(NC(=O)Nc2ccccc2C(F)(F)F)cc1	1%	2%	-4%	17	-14%	1%	-2%	8%	0%
CCCCc1nnc(NC(=O)c2ccc(S(=O)(=O)N3CCOCC3)cc2)s1	.	-4%	-3%	-3	.	12%	13%	.	-17%
CN(C)CCNc1nc2c(c(=O)[nH]c(=O)n2C)n1CC(O)COc1ccc(Cl)cc1 (centres undefined)	-5%	-4%	-3%	-2	-9%	-1%	-2%	0%	-9%
CCCC(C)C(=O)Nc1ccncc1 (centres undefined)	-4%	0%	-17%	-4	-4%	-4%	8%	3%	-9%
COc1ccc(Br)cc1S(=O)(=O)NCCN1CCOCC1	-6%	0%	-14%	3	-5%	2%	-2%	-3%	-8%
Cc1ccc2nc(SCC(=O)Nc3cc(C)on3)c(C)cc2c1	1%	-2%	-13%	-7	1%	82%[activator]	5%[12.4 µM]	-4%	-6%
CC(Sc1nc2ccccc2s1)C(=O)NC1CCCc2ccccc21 (centres undefined)	-1%	-1%	-7%	-8	-2%	13%	11%	-12%	-11%
CCOC(=O)C1CCN(S(=O)(=O)c2ccc(C(=O)OC)cc2)CC1	18%	-1%	-5%	-5	-9%	-3%	1%	-1%	-12%
O=C(CNC(=S)N(Cc1ccc(F)cc1)C1CCCCC1)NC1CC1	?	-2%	-6%	-1	-7%	?	26%	-2%	-14%
COc1ccc(N2CCN(C(CNC(=O)CC(C)(C)C)c3ccc4c(c3)OCO4)CC2)cc1 (centres undefined)	-1%	1%	-11%	1	-15%	45%[activator]	3%	-1%	-22%
O=C(O)CN1CCN(CC(=O)O)CCN(CC(=O)O)CCN(CC(=O)O)CC1	.	1%	5%	-15	.	133%[activator]	18%	.	-1%
Fc1ccc(NC(=S)NCc2ccc3c(c2)OCO3)cc1	28%	3%	-7%	-9	-13%	9%	1%	0%	-5%
Cc1cccc(N2CCN(c3nc4ccc(C(=O)c5ccccc5)cc4n4cnnc34)CC2C)c1 (centres undefined)	-1%	-3%	1%	0	-11%	-2%	.	-7%	10%
Cc1cc(C)cc(C(=O)N2CC(=O)Nc3ccccc32)c1	-1%	-3%	-2%	-2	?	?	-3%	-2%	-12%
Cc1cccc(C)c1N(C(=O)c1ccco1)C(C(=O)NC1CCCC1)c1ccncc1 (centres undefined)	11%	-2%	1%	-1	1%	98%[activator]	38%	-2%	-10%
O=C(Nc1nccc(-c2cccs2)n1)c1ccccc1Cl	41%	-1%	1%	-3	-19%	12%	12%	-1%	1%
Cc1noc(C)c1C(=O)OCC(=O)N(C)C1(C#N)CCCCC1	.	-1%	-6%	-14	.	2%	45%[activator]	.	-2%
CCC(C)N(C(=O)Cn1nnc(-c2ccc(Cl)cc2)n1)C1CCS(=O)(=O)C1 (centres undefined)	.	-3%	-1%	-9	.	14%	-14%	.	-5%
COc1ccc(C(CNC(=O)C(C)Oc2ccc(Br)cc2)N2CCOCC2)cc1 (centres undefined)	.	-1%	1%	-2	.	41%[activator]	22%	.	-25%
O=C(CN1C(=O)NC2(CCCC2)C1=O)OCc1ccccc1F	.	-1%	-3%	-7	.	17%	-16%	.	-8%
CSC(=S)N(C)C1CCS(=O)(=O)C1 (centres undefined)	8%	-3%	-5%	3	-7%	34%[activator]	6%	-4%	-18%
CC(C)(CCl)C(=O)Nc1ccc(C(F)(F)F)cc1	22%	-2%	-13%	-3	?	35%[activator]	-2%	-3%	3%
COc1ccc(Cl)c(NC(=O)Nc2c(C)n(-c3ccccc3)c(=O)n2C)c1	2%	-3%	-11%	-8	-10%	12%	0%	1%	-17%
CCCCNS(=O)(=O)c1ccc2nc(-c3cccs3)cc(C(=O)NCC(OC)OC)c2c1	0%	.	.	.	97%[activator]	.	?	-2%	.
CCc1cc2c(=O)[nH]c(N3CCOCC3)nc2s1	4%	1%	4%	-8	-6%	-8%	4%	2%	-9%

Not all compounds are listed; count on the stated rates, not on these rows.
